Screening data deposited in PubChem BioAssay by Sanford-Burnham Center for Chemical Genomics.
SENP1 inh = human SENP1 catalytic domain inhibitors, primary screen, biochemical, FRET, uHTS. 0.21% of 360,000 active. inhibition, % at 10 µM. AID 624204, 2012. Sentrin-specific protease 1 (Homo sapiens), Q9P0U3. recombinant SENP1 catalytic domain, CyPet-SUMO1-YPet FRET cleavage;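 active means inhibition at least 30% at 10 µM, raw YFP signal under a set limit, fluorescence ratio 0.5 to 1.5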;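 further: 0% = enzyme with DMSO and 100% = no enzyme wells; some results filed as inactive read as strong as hits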
Target sequence (Q9P0U3 419-644 limits assumed): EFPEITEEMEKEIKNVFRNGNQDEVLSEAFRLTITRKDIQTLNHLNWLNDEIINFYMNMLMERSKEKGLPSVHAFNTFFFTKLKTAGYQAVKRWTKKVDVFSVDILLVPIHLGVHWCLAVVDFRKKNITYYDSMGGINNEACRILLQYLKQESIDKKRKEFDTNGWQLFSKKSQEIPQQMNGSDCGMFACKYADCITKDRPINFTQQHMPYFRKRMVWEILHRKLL
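Material: hSENP1 catalytic domain, recombinant; medium: Tris pH 8 with BME, BSA, NP40 and catalase; compound: single concentration of 10 µM compound, 0.5% DMSO final; technique: FRET read of cyan and yellow fluorescence; timing: 50 min enzyme reaction, room temperature, light-protected; reagent: SFCypet-SUMO1-SFYpet substrate at 25 nM; control set: no-enzyme low, enzyme-DMSO high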
NLRP3 yeast inh = NALP3 inflammasome inhibitors in reconstituted yeast, primary screen, luminescence, uHTS. 0.39% of 330,000 active. AID 2825, 2010. inhibition, % at 10 µM. Yeast reconstituted NLRP3/ASC/caspase-1, beta-gal luminescence, 24 h;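 active means inhibition of 50% or more; inactive means inhibition below 50%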;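 further: plate controls were induced DMSO wells for no effect and uninduced yeast grown without galactose for full effect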
APOBEC3A inh = APOBEC3A ssDNA deaminase inhibitors, primary screen, selectivity assay for APOBEC3G inhibitor project, biochemical, FAM/TAMRA oligo cleavage fluorescence; inhibition, % at 20 µM; recombinant A3A, FAM/TAMRA ssDNA deamination fluorescence; 0.41% of 330,000 active; DNA dC->dU-editing enzyme APOBEC-3A (Homo sapiens), P31941;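 active means at least 40% inhibition at 20 µM here, with at most 30% in a related deaminase screen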;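 further: plate controls were A3A with DMSO for no effect and wells lacking A3A enzyme for full effect; some results filed as inactive read as strong as hits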
Target sequence (P31941 whole entry, looked up): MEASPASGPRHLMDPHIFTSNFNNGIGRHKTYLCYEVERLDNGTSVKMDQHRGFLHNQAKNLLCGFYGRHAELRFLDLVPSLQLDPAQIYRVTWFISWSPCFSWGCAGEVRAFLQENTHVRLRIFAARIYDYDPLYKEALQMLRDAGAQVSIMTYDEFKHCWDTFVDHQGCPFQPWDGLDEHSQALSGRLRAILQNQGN
mIAP activ = activators of mouse IAP, primary screen, biochemical, luminescence, uHTS; 0.24% of 330,000 active; activation factor at 10 µM; AID 2805, 2010; intestinal alkaline phosphatase [Mus musculus]; muIAP, CDP-Star luminescence, 30 min; hits give high values; 1 = vehicle-only enzyme signal, 0 = enzyme-free wells;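 active means activation factor of at least 2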; further: the source names both 10 and 20 µM as test concentration; values of inactives mirror those of a sister screen read the other way
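Assay system: mouse IAP enzyme; reagent: chemiluminescent substrate CDP-Star; dosing: test compounds delivered from DMSO solution; schedule: 30 min at room temperature; measured by: luminescence from enzymatic CDP-Star hydrolysis; controls: DMSO-only wells and no-enzyme negative control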
MIN6 prolif = inducers of MIN6 beta-cell proliferation, primary screen, ATP luminescence, uHTS | MIN6 cells proliferation, ATPlite luminescence, 48 h; cells starved in 0.2% serum; 100% = growth in 10% serum | proliferation, % at 10 µM | 0.29% of 330,000 active | AID 2380, 2010;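 active means compounds whose signal lies at least 3.5 SD above the mean of all wells on their plate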;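 further: 0% = DMSO-treated cells in low-serum medium and 100% = 10% serum control; some compounds called inactive have numbers as strong as hits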
hIAP act = human IAP activators, primary screen, biochemical, luminescence, uHTS; Intestinal-type alkaline phosphatase (Homo sapiens), P09923; purified human IAP, CDP-Star luminescence, 30 min; hits give high values; 1 = vehicle-only enzyme, 0 = enzyme-free background; activation factor at 10 µM; 0.16% of 330,000 active;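 active means activation factor of the enzyme at least 2-fold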; further: the source names both 10 and 20 µM as test concentration; values of inactives mirror those of a sister screen read the other way
APOBEC3G inh = APOBEC3G DNA deaminase inhibitors, primary screen, biochemical, fluorescence, single-stranded DNA substrate, uHTS. 0.28% of 330,000 active. DNA dC->dU-editing enzyme APOBEC-3G (Homo sapiens), Q9HC16. AID 493012, 2011. recombinant A3G, ssDNA deamination FAM/TAMRA fluorescence. inhibition, % at 20 µM;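 active means inhibition of at least 40% at 20 µM, with no more than 30% in the related APOBEC3A deaminase screen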;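 further: plate controls were DMSO wells with A3G for no effect and wells lacking A3G enzyme for full effect; some compounds called inactive have numbers as strong as hits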
Target sequence (Q9HC16 whole entry, looked up): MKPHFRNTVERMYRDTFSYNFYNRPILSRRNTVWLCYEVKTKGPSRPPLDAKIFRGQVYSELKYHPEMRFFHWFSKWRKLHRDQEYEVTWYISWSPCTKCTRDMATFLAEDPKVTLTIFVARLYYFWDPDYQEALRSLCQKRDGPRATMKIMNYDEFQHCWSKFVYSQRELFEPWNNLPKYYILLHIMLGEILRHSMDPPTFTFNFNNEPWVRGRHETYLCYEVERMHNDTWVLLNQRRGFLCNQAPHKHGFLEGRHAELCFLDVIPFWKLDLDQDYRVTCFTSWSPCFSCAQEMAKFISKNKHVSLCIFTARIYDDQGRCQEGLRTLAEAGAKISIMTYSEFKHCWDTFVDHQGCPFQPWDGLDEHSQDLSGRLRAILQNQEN
hIAP block = human IAP inhibitors, primary screen, biochemical, luminescence, uHTS; Intestinal-type alkaline phosphatase (Homo sapiens), P09923; purified IAP, CDP-Star luminescence, 30 min; inhibition, % at 10 µM; 0.12% of 330,000 active; AID 2544, 2010;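 active means inhibition reaching a set limit with compound at 10 µM in the primary screen, cut at about 35% in these data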;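 further: plate controls were DMSO wells with enzyme for no effect and no-enzyme buffer wells for full effect; values of inactives mirror those of a sister screen read the other way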
mIAP block = inhibitors of mouse IAP, primary screen, biochemical, luminescence, uHTS; intestinal alkaline phosphatase [Mus musculus]; purified mouse IAP, CDP-Star luminescence, 30 min; inhibition, % at 10 µM; 0.2% of 330,000 active; AID 2806, 2010;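 active means inhibition of at least 40% at 10 µM in the primary screen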;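 further: plate controls were DMSO with enzyme for no effect and no enzyme wells for full effect; values of inactives mirror those of a sister screen read the other way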
Starred values were filed as active, the others as inactive; nt = no result given. An excerpt, so the mix of outcomes need not match the whole.

SMILES	SENP1 inh	NLRP3 yeast inh	APOBEC3A inh	mIAP activ	MIN6 prolif	hIAP act	APOBEC3G inh	hIAP block	mIAP block
O=C(Nc1cccnc1)c1cnc2ccccc2n1	1.2	26.1	-2.9	0.92	-2.8	0.749	-5.5	25.1	8.0
N#CCc1c(C#N)c(N)nc(N2CCN(c3ccc(F)cc3)CC2)c1C#N	-2.6	9.5	-3.3	1.03	-4.9	1.05	-4.7	-5.2	-3.5
O=C(COC(=O)c1ccccc1NCCO)NCCC1=CCCCC1	-10.8	2.1	-0.7	1.03	7.8	1.03	-8.6	-3.5	-3.0
COc1ccc2c(c1)SCC/C2=C\CN1C(=O)CCC1=O	1.5	2.9	2.0	0.909	0.1	0.947	-4.4	5.3	9.1
CCOC(=O)c1c(C)[nH]c(C(=O)CSc2nnc(C3CC3)n2N)c1C	-3.5	-6.1	-4.3	1.08	-2.4	0.92	-7.2	8.0	-8.1
CCOc1ccc(CCNC(=O)CN2C(=O)NC3(CCCCCC3)C2=O)cc1OCC	0.6	6.8	-0.6	0.974	-3.5	0.945	-5.0	5.5	2.6
CC(C)=CCN1CCN(Cc2cccc3nonc23)CC1CCO (configuration not stated)	-0.1	12.0	9.0	1.04	3.0	1.03	-1.6	-3.5	-4.2
O=C(CNS(=O)(=O)c1ccccc1)Nc1ccc(C(F)(F)F)cc1	-0.5	17.0	-0.4	0.955	-3.3	0.997	-6.5	0.3	4.5
O=C(COC(=O)c1ccc(F)c(S(=O)(=O)N2CCOCC2)c1)c1ccccc1	1.0	12.7	-3.5	0.938	-0.5	1.12	-8.1	-12.3	6.2
COc1ccccc1Nc1nnc(SCC(=O)N2CCCC2=O)s1	-2.8	11.6	0.3	1.09	-1.7	1.05	0.2	-5.1	-8.7
COC(=O)[C@@]12CCCCN1[C@H](c1ccc(-c3ccc4c(c3)OCO4)c(OC)c1)[C@@H]1C(=O)N(C)C(=O)[C@@H]12	-0.6	9.2	-3.0	0.948	-7.0	0.915	-12.8	8.5	5.2
COCCNC(=O)C(=O)c1c(-c2ccccc2)[nH]c2ccccc12	0.5	-1.7	1.4	1.15	-2.6	1.05	-2.1	-5.1	-15.1
Cn1nc([N+](=O)[O-])nc1Oc1ccc2ccccc2c1	2.6	1.4	-1.9	0.976	-4.8	0.909	-9.8	9.1	2.4
CCN(CC)S(=O)(=O)c1ccc(C(=O)OCCNC(=O)c2cccnc2)cc1	2.8	7.8	-5.2	1.15	-1.2	1.1	-5.8	-10.0	-15.4
O=C(NCCc1ccccc1)c1nc2nc(-c3cccs3)cc(C(F)(F)F)n2n1	-27.8	-0.5	1.6	1.01	-0.8	1.08	2.4	-7.8	-1.5
CC(C)c1ccc(S(=O)(=O)c2ccc(NN)cc2)cc1	-40.7	11.8	0.5	0.969	-1.9	0.939	-6.7	6.1	3.1
CC(C)(C)c1ccc(OCCC(=O)NCCc2ccc(S(N)(=O)=O)cc2)cc1	1.7	2.2	1.6	0.931	3.9	0.852	-4.0	14.8	6.9
CCN(CC)C1=NC=CC(c2ccccc2)=CC1C (configuration not stated)	1.5	9.0	1.6	1.09	-0.5	0.947	-0.3	5.3	-8.8
O=[N+]([O-])c1ccc(Cl)c(-c2ccc(/C=N/n3cnnc3)o2)c1	1.7	16.2	6.1	1.03	-1.5	0.91	-1.8	9.0	-3.1
Cc1ccn2c(=O)c(C(=O)NCCC3=CCCCC3)c(O)nc2c1	-6.2	36.9	2.0	1.02	2.1	0.932	18.5	6.8	-2.1
O=C(NCC(c1ccc(F)cc1)N1CCOCC1)c1cccnc1Sc1ccc(Cl)cc1 (configuration not stated)	0.4	13.6	4.0	0.909	-3.4	0.968	3.2	3.2	9.1
O=C(COC(=O)/C=C/c1ccc(Cl)cc1)NCCN1C(=O)CSC1=O	3.2	10.3	4.4	1	-5.1	1.13	-0.1	-12.6	-0.4
Cc1ccc(CNC(=O)C(NS(=O)(=O)c2cccc3nsnc23)C(C)C)cc1 (configuration not stated)	0.7	12.4	-2.3	0.95	-1.0	1.02	-0.8	-2.1	5.0
CC1CCCCC1N=CC1=C(O)CC(C)(C)CC1=O (configuration not stated)	0.2	0.6	1.5	0.998	-3.5	0.836	3.2	16.4	0.2
C#CCNC(=O)C1=C[C@H](c2ccccc2)C[C@H](OCCCCO)O1	-6.4	2.7	0.0	1.07	-1.7	0.946	-3.9	5.4	-6.7
CCC1CCCCN1CCCNC(=O)Cn1c(=O)c2cccn2c2cccnc21 (configuration not stated)	-6.2	11.4	1.9	0.979	-2.0	1.26	4.1	-26.0	2.1
O=C(Nc1cccc(Br)c1)C1CCCC1	-0.1	40.6	-1.6	1.03	-3.0	0.935	-4.7	6.5	-2.6
Cc1ccc(C(=O)CC(=O)c2cccc(F)c2)c(O)c1	2.8	8.5	-0.5	0.946	-3.5	0.952	1.0	4.8	5.4
Cc1csc(SCC(=O)NC2CCCCC2)n1	-0.3	5.9	-3.4	1	-0.7	1.11	-6.0	-10.8	0.0
O=C1CSC(c2ccc(Cl)cc2)N1c1cccnc1 (configuration not stated)	2.9	11.4	1.3	0.955	-1.0	0.986	1.1	1.4	4.5
CN1CCN(C(=S)SCC(=O)Nc2nc(-c3ccccc3)c(-c3ccccc3)o2)CC1	1.0	-34.2	-2.0	1.06	-5.3	1.08	-4.1	-8.2	-6.5
COc1ccccc1/C=N/NC(=O)c1sc(C)nc1C	1.2	5.8	-1.9	1.02	-0.9	1.06	-5.6	-5.9	-2.3
Cc1cccc2cc(=O)[nH]c(C)c12	2.0	3.0	40.1*	1.08	-2.3	1.09	18.1	-8.7	-7.8
CCCCn1c(SCC(=O)NC(=O)NCc2ccco2)nc2cc(S(N)(=O)=O)ccc21	-2.5	14.9	17.4	0.86	-1.4	1.09	7.7	-8.8	14.0
COc1ccc(CNC(=O)C(C)N2C(=O)NC3(CCCCCCC3)C2=O)cc1 (configuration not stated)	-0.6	13.0	3.0	0.87	-2.7	0.936	-1.8	6.4	13.0
CC1(C)Cc2cccc(OCC(=O)Nc3cccnc3Cl)c2O1	-1.0	1.7	2.9	0.977	0.0	1.04	-0.1	-3.9	2.3
CSc1ncccc1C(=O)OCC(=O)c1[nH]c(C)c(C(C)=O)c1C	1.8	35.2	2.4	1.02	-2.0	0.923	-3.6	7.7	-1.9
Cn1c(=O)n(-c2cccc(Cl)c2)c(=O)c2c3c(sc21)COC(C)(C)C3	0.5	8.3	-2.7	0.976	-1.7	1.02	-6.0	-2.5	2.4
COc1ccc(OC)c(S(=O)(=O)N2CCC(C(=O)NCc3ccc4c(c3)OCO4)CC2)c1	0.0	8.5	-1.6	1.07	-0.2	1.03	-10.8	-3.5	-6.7
COc1ccc(OC)c(/C=C/C(=O)OCC(=O)NCc2ccco2)c1	-23.5	6.1	-6.0	0.943	-2.3	1.1	-4.7	-10.0	5.7
Cn1cccc1Cc1nnc(SCC(=O)N2CCN(c3ccccc3)CC2)n1-c1ccc(F)cc1	3.7	12.5	2.2	0.941	-3.4	1.08	-2.5	-8.1	5.9
COCc1ccccc1C1=CC(=O)C[C@H](c2ccc(OC)cc2)C1	1.5	19.3	-2.5	0.9	1.8	1.02	-6.3	-1.6	10.0
CCOC(=O)c1c(C)[nH]c(C)c1-c1ccccc1OC	1.7	-2.7	-4.3	0.946	-1.5	1.45	-8.1	-44.9	5.4
COc1ccc(/C=N/NC(=O)CCc2c(C)n[nH]c2C)cc1O	2.3	8.4	-1.3	1.06	-2.8	1.11	-2.2	-11.0	-6.3
COc1ccccc1C(CC(=O)Nc1nccs1)c1ccco1 (configuration not stated)	-0.6	-10.4	-2.1	1.06	-1.6	1.06	-1.2	-6.3	-6.1
CC1(C)CC(N(Cc2ccccc2)C(=O)Cc2ccccc2)CCO1 (configuration not stated)	2.7	-0.8	-0.8	1.08	0.8	1.01	-3.4	-0.7	-7.6
Clc1ccc(OCCn2cnc(Cl)c2Cl)cc1	1.6	45.0	-4.3	0.946	0.4	1	0.8	0.0	5.4
COC(C[C@H]1O[C@H]1[C@@H](O)[C@H](C)OCc1ccccc1)OC	-1.6	12.1	-1.6	1.04	2.4	1.09	-7.8	-8.8	-4.2

The closing 2 records of the part above open the next one.
SMILES	SENP1 inh	NLRP3 yeast inh	APOBEC3A inh	mIAP activ	MIN6 prolif	hIAP act	APOBEC3G inh	hIAP block	mIAP block
Clc1ccc(OCCn2cnc(Cl)c2Cl)cc1	1.6	45.0	-4.3	0.946	0.4	1	0.8	0.0	5.4
COC(C[C@H]1O[C@H]1[C@@H](O)[C@H](C)OCc1ccccc1)OC	-1.6	12.1	-1.6	1.04	2.4	1.09	-7.8	-8.8	-4.2
COc1ccccc1NC(=O)Cn1cc(C(=O)c2ccco2)c2ccccc21	-1.5	-2.4	-3.8	0.917	-6.8	0.938	-11.5	6.2	8.3
CN(Cc1ccccc1)S(=O)(=O)c1nnc(NC(=O)c2ccccc2)s1	-0.5	22.7	-2.8	0.853	-1.7	1.15	2.1	-15.0	14.7
COc1ccc(CCNC(=O)CSc2nnc(-c3cccc(F)c3)o2)cc1OC	-0.4	16.2	1.2	0.956	-0.7	0.992	1.4	0.8	4.4
COc1ccc(Nc2nc(C)cc(C)c2C(N)=O)cc1OC	0.3	14.9	-6.7	0.993	-3.1	0.905	-8.0	9.5	0.7
Cc1nnc(SCC(=O)NCCN2C(=O)CSC2=O)s1	0.6	2.5	1.7	1.04	-2.9	0.893	-0.4	10.7	-3.6
O=C(CCN1C(=O)C2CCCCC2C1=O)Nc1cc([N+](=O)[O-])ccc1Cl (configuration not stated)	1.8	11.4	-3.8	0.958	-1.7	1.04	-3.2	-3.7	4.2
c1ccc(Cn2nnc3c(N4CCc5ccccc5C4)ncnc32)cc1	1.7	15.6	1.2	0.941	0.2	0.968	-3.5	3.2	5.9
COc1ccc(CNC(=O)C2CCNCC2)cc1	2.2	11.3	-3.5	1.06	1.7	0.906	-4.5	9.4	-5.9
CC(=O)Nc1nc2c(c3c1c(=O)oc1ccccc13)CCCCC2	nt	19.7	-3.2	1.03	1.0	0.84	-4.4	16.0	-3.5
